Bioassay records (PubChem BioAssay)
SRC3 TRFRET art: TR-FRET detection interference compounds, artefact control for PPARgamma SRC-3 recruitment agonists, biochemical, TR-FRET ratio; TR-FRET artefact counter-screen, PPARgamma/SRC-3 format; hits give high values; TR-FRET ratio at 8 µM; actives 0.39% (n = 99,000); AID 1048, 2008; in the data active = TR-FRET ratio above about 2000; also: inactives centre near 1600
SRC1 TRFRET art: TR-FRET detection interference compounds, primary screen, artefact control for PPARgamma SRC-1 recruitment agonists, biochemical, TR-FRET emission ratio. actives 0.34% (n = 99,000). TR-FRET detection artefact counter-screen; hits give high values. TR-FRET ratio at 8 µM; in the data active = TR-FRET ratio above about 2300; also: inactives centre near 1800
* hit, by the source's call. Not all compounds are listed, so the mix of outcomes need not match the whole.

A first look, six compounds:
Every second line gives: SRC3 TRFRET art	SRC1 TRFRET art
Cc1ccccc1NC(=S)N(Cc1ccccc1)Cc1cccnc1
→ 1640	1919
COc1ccc(/C=C/C(=O)OCC(=O)c2c(C)[nH]c3ccccc23)cc1OC
→ 1485	1789
COc1ccc(C2=NO[C@@H]3[C@@H]4C[C@@H]([C@H]5C(=O)N(c6ccc7c(c6)OCO7)C(=O)[C@@H]45)[C@H]23)cc1OC
→ 1708	1784
COc1ccc(OC)c(NC(=O)C(=O)NCc2ccncc2)c1
→ 1528	1983
CCc1c(-c2n[nH]c(=S)n2Cc2ccccc2)csc1C
→ 1535	1813
Cc1scc(C(=O)NNC(=O)CCC(=O)O)c1C
→ 1569	1984

All compounds of this part, repeating the preview:
Every second line gives: SRC3 TRFRET art	SRC1 TRFRET art
Cc1ccccc1NC(=S)N(Cc1ccccc1)Cc1cccnc1
→ 1640	1919
COc1ccc(/C=C/C(=O)OCC(=O)c2c(C)[nH]c3ccccc23)cc1OC
→ 1485	1789
COc1ccc(C2=NO[C@@H]3[C@@H]4C[C@@H]([C@H]5C(=O)N(c6ccc7c(c6)OCO7)C(=O)[C@@H]45)[C@H]23)cc1OC
→ 1708	1784
COc1ccc(OC)c(NC(=O)C(=O)NCc2ccncc2)c1
→ 1528	1983
CCc1c(-c2n[nH]c(=S)n2Cc2ccccc2)csc1C
→ 1535	1813
Cc1scc(C(=O)NNC(=O)CCC(=O)O)c1C
→ 1569	1984
Cc1ccc(C)c(NC(=O)CSc2nc3ccc(N4C(=O)c5ccccc5C4=O)cc3s2)c1
→ 1685	1728
CCc1ccccc1NC(=S)N(Cc1cccs1)C1CCCC1
→ 1331	1951
CCN(CC)CCNC(=S)NC(=O)c1cn(-c2ccccc2)nc1-c1ccc(OC)cc1
→ 1886	1873
CC(C)(C)c1ccc(NC(=O)Nc2ccc(OCC(=O)N3CCOCC3)cc2)cc1
→ 1772	1838
C#CCNC(=O)C1=C[C@@H](c2cn(C(C)=O)c3ccccc23)C[C@@H](OCCCCO)O1
→ 1540	1755
CCO[C@H]1OC(C(=O)N2CCN(C)CC2)=C[C@@H](c2ccc(C(F)(F)F)cc2)[C@@H]1CCCO
→ 1324	1510
O=S(=O)(Cc1ccc(Cl)cc1)Nc1ccc(Cl)cn1
→ 1542	1530
c1ccc(-c2csc(-c3cccnc3)n2)cc1
→ 1879	1801
CC(C)C(=O)Nc1cccc(C(=O)Nc2cc([N+](=O)[O-])ccc2Cl)c1
→ 1539	1800

Later entries
Every second line gives: SRC3 TRFRET art	SRC1 TRFRET art
CCC(=O)Nc1ccc(/C(C)=N/NC(=O)c2c(-c3ccccc3Cl)noc2C)cc1
→ 1479	1898
COc1ccc(NC(=O)Cn2cc(S(=O)(=O)Cc3ccccc3)c3ccccc32)c(OC)c1
→ 1462	1582
COc1ccc(N(CC(=O)Nc2cccc(C(C)=O)c2)S(C)(=O)=O)cc1OC
→ 1392	1813
COCC(=O)n1nc(-c2ccccc2)nc1NCc1ccccc1
→ 1548	1646
N=C1C(c2ccccc2)=C(O)CN1c1cccc(S(=O)(=O)Nc2cccc(C(F)(F)F)c2)c1
→ 1618	1738
Cc1ccc(CNc2ccc(N3C(=O)CC(C)C3=O)cc2[N+](=O)[O-])cc1 (stereo not drawn)
→ 1680	1669
N/C(=N\OC(=O)COc1ccc(Br)cc1)c1ccncc1
→ 1316	1666
Cc1ccc(OCc2cnc(Cl)s2)c(C)c1
→ 1507	1861
O=C(COc1ccc(Cl)cc1Cl)Nc1ccc(Cl)cn1
→ 1655	2057
COc1cc(CCC(O)CC(=O)CCc2ccccc2)ccc1O (stereo not drawn)
→ 1788	1852
COc1ccc(NC(=O)CCSc2nnnn2C)cc1
→ 1411	1670
O=C(NC1=NCCS1)c1ccccc1OCc1ccccc1Cl
→ 1843	1865
Cc1[nH]n(-c2ccccc2)c(=O)c1N=O
→ 1597	1991
C=CCN1C(=O)N/C(=C/c2ccc(C)o2)C1=O
→ 1837	1854
CC(=O)c1cccc(S(=O)(=O)N2CCC(C(=O)O)CC2)c1
→ 1545	1978

Further records:
Every second line gives: SRC3 TRFRET art	SRC1 TRFRET art
O=C(O)c1cnc(-c2ccccc2)nc1-c1ccccc1
→ 1583	1668
CC1=C(C#N)C(C)C2=C(CC(C)(C)CC2=O)N1 (stereo not drawn)
→ 1631	1800
CCOC(=O)c1sc(=NC(=O)c2ccc(C)c(C)c2)n(C)c1C
→ 1430	1796
Cc1ccc(N/C=C/C(=O)c2cccs2)cc1C
→ 1866	1947
CCOC(=O)CN1C(=O)S/C(=C/c2cccc([N+](=O)[O-])c2O)C1=O
→ 1632	1637
Cc1ccc(-c2nc(C3CCCN(S(=O)(=O)c4ccc(C(F)(F)F)cc4)C3)no2)cc1 (stereo not drawn)
→ 1583	1854
Cn1c(=O)c2c(nc(NN=C3CCCCC3)n2C)n(C)c1=O
→ 1679	2048
CCC(CC)NC(=O)CON=C1c2ccccc2-c2ccccc21
→ 1447	1781
Cc1onc(-c2ccccc2)c1C(=O)Nc1ccc(S(=O)(=O)N2CCCC2)cc1
→ 1788	1878
Nc1nc(CSc2ccc(Cl)cc2)nc(N2CCCCC2)n1
→ 1542	1810
Cc1ccc(NC(=O)c2ccccc2OCC(=O)c2ccc(F)cc2)cc1
→ 1472	1615
CCOC(=O)N1CCC(=NNC(=O)c2ccccc2F)CC1
→ 1690	1720
COc1ccccc1-c1n[nH]c(=S)n1N
→ 1623	1712
O=C1CSC(=S)N1c1cccnc1
→ 1662	1986
CCc1ccc(Oc2nnnn2-c2ccc(C(N)=O)cc2)cc1
→ 1497	1714

Record cards (already shown). Order of screens: SRC3 TRFRET art	SRC1 TRFRET art
O=C(O)c1cnc(-c2ccccc2)nc1-c1ccccc1 across the screens: 1583	1668
COc1ccccc1-c1n[nH]c(=S)n1N across the screens: 1623	1712

Carrying on:
Every second line gives: SRC3 TRFRET art	SRC1 TRFRET art
NC(=O)c1ccsc1NC(=O)c1ccc(N2CCCC2=O)cc1
→ 1733	1741
COCCOC(=O)c1[nH]c2c(c1C)C(=O)CC(c1ccco1)C2 (stereo not drawn)
→ 1347	1551
COc1ccc(/C=N/Nc2ccc(C(F)(F)F)cc2[N+](=O)[O-])cc1O
→ 1451	1814
COC(=O)C1=C(C)N(C)C(=S)NC1c1c(OC)ccc2ccccc12 (stereo not drawn)
→ 1547	1878
O=C(CSc1nnc(NC(=O)c2ccco2)s1)Nc1ccc(F)cc1
→ 1664	1776
O=C(NCCO)/C(=C\c1ccc([N+](=O)[O-])o1)NC(=O)c1ccccc1
→ 1545	1735
CCOC(=O)c1ccc(Nc2ccc([N+](=O)[O-])cn2)cc1
→ 1601	1769
CC12CCC(C(=O)N(CCCN3CCN(Cc4ccccc4)CC3)C1=O)C2(C)C (stereo not drawn)
→ 1346	1776
CC/C(=N\NC(=O)c1c(-c2ccccc2)noc1C)c1ccc(C)o1
→ 1354	1779
COCCNC(=S)N1CCc2cc(OC)c(OC)cc2C1COc1ccc(F)cc1 (stereo not drawn)
→ 1624	1761
CCN(c1ccccc1)S(=O)(=O)c1ccc(Cl)c(C(=O)OCC(=O)c2[nH]c(C)c(C(C)=O)c2C)c1
→ 1568	2163
CC12COC3(C(=O)Nc4ccc(F)cc4)CC1CCC32C (stereo not drawn)
→ 1851	2060
COc1cc2c(cc1OC)CN(c1ccc([N+](=O)[O-])cc1Cl)CC2
→ 1626	1911
O=C(c1ccccc1)N1CCN(Cc2cccc(Oc3ccccc3)c2)CC1
→ 1664	1918
CCn1c(-c2cc(OC)ccc2OC)csc1=Nc1c(C)n(C)n(-c2ccccc2)c1=O
→ 1436	1579

Continuation:
Every second line gives: SRC3 TRFRET art	SRC1 TRFRET art
O=S(=O)(c1ccccc1)N1CC=C(c2ccccc2)CC1
→ 1585	1547
CC1CC(=O)N(CC(=O)NCc2ccco2)c2ccccc2S1 (stereo not drawn)
→ 1896	1879
O=C(COc1cccc2ccccc12)N/N=C/c1ccccc1OCc1ccc(C(=O)O)cc1
→ 1733	1932
CCOC(=O)c1sc(NC(=O)CSc2nc3c(c(=O)n2-c2ccccc2)SCC3)c(C(=O)OCC)c1C
→ 1698	1915
CCOC(=O)C=C(C(=O)OCC)C(=O)OCC
→ 1718	1810
CC(=O)Nc1ccc(S(=O)(=O)Nc2ccc(F)c([N+](=O)[O-])c2)cc1
→ 1885	1585
CC(=O)Nc1ccc(Nc2c3c4c(cccc4n(C)c2=O)C(=O)c2ccccc2-3)cc1
→ 1290	1647
O=C(/C=C/c1ccccc1Cl)N(Cc1ccc(Cl)cc1)C1CCS(=O)(=O)C1 (stereo not drawn)
→ 1648	1769
N#CCCNC(=O)Cn1c(COc2ccc(Cl)cc2)nc2ccccc21
→ 1313	1813
CCOC(=O)C1=NN(C(=O)c2ccc(OC)cc2)C(O)(c2ccc(Cl)cc2)C1 (stereo not drawn)
→ 1445	1587
Cc1cc(C)c(S(C)(=O)=O)c(N(C)N)n1
→ 1750	1634
N#C/C(=C\c1ccc(OCC(N)=O)cc1)S(=O)(=O)c1ccccc1
→ 1409	1498
COCCCNC(=S)NCCNc1nc2cc(C)c(C)cc2cc1C#N
→ 1581	1691
COc1ccc(NC(=O)C2CCCN(S(=O)(=O)c3cccc4nonc34)C2)c(OC)c1 (stereo not drawn)
→ 1497	1943
CCCCCCSc1nnc2[nH]c(=O)cc(N)n12
→ 1749	1863

Further records follow:
Every second line gives: SRC3 TRFRET art	SRC1 TRFRET art
CCN(CC)C(=O)c1ccccc1NC(=O)c1ccccc1C
→ 1491	2148
C/C(=C\c1ccccc1)C(=O)Nc1nc2ccc([N+](=O)[O-])cc2s1
→ 1438	1898
O=C(Nc1nc(-c2ccc(F)c(F)c2)cs1)c1cc([N+](=O)[O-])ccc1N1CCOCC1
→ 1916	2004
COc1ccc(/C=N/OCC(=O)NC(c2ccccc2)c2ccccc2)cc1OC
→ 1650	1760
Fc1ccc(/C=N/Nc2nnnn2-c2ccccc2)cc1
→ 1498	1745
CCN(CC)c1ccc(NC(=O)CN2CCN(c3nc(C)cc(C)n3)CC2)cc1
→ 1487	1815
O=C(c1nc2ccccn2c1CN1CCCC(OCc2ccccc2)C1)N1CCCC1 (stereo not drawn)
→ 1711	2052
O=C(Cc1ccc(Cl)cc1)c1c[nH]c(C(=O)NCCCn2ccnc2)c1
→ 1445	1831
Cc1cccc(C2c3[nH]c4ccccc4c3CCN2C(=O)CN2CCOC2=O)n1 (stereo not drawn)
→ 1655	1557
O=C(/C=C/c1cnc2ccccc2n1)NC1CCCCCC1
→ 1484	1687
C=CCN(C)CCCNC(=O)/C=N/O
→ 1578	1612
Cc1cccc(NC(=S)NCCc2c[nH]c3ccccc23)c1
→ 1371	1649
CCOc1ccc(C(=O)CSCCC(=O)O)cc1
→ 1642	1765
C/C(=N\OCC(=O)Nn1c(=O)[nH]c2ccccc2c1=O)c1ccccc1
→ 1433	1755
CCOC(=O)Cc1csc(/N=C/c2c(O)n(-c3ccccc3C(F)(F)F)c(=O)c3ccccc23)n1
→ 1457	1913

Next section.
Every second line gives: SRC3 TRFRET art	SRC1 TRFRET art
CC(=O)n1cc(-c2ccncc2)c2ccccc21
→ 1635	1683
CS(=O)c1ccccc1-c1nc(-c2ccc(Cl)cc2)no1 (stereo not drawn)
→ 1564	1930
CCOc1ccccc1NC(=O)C1=C(C)NC(=S)NC1c1cccs1 (stereo not drawn)
→ 1532	1740
O=C(c1cccc(Cl)c1)N1CCC(=O)N(C(COCc2ccccc2)Cc2ccccc2)CC1 (stereo not drawn)
→ 1595	1594
O=C(COc1ccc(NC(=O)c2ccccc2[N+](=O)[O-])cc1)c1ccc(F)cc1
→ 1321	1869
Cc1ccc(NC(=S)NCCN(C2CCCCC2)C2CCCC2)cc1
→ 1496	1929
CCCCN(C)C(=O)C1CCN(C/C(C)=C/c2ccccc2)CC1
→ 1445	1880
Cc1c(Cl)c(C(=O)N2CCCC2)nn1C
→ 1704	1557
CCN(CC)S(=O)(=O)c1ccc(N2CCOCC2)c(NC(=O)Cc2cccc3ccccc23)c1
→ 1683	1533
CCN1CCN(C(=O)NC2CC(=O)N(c3ccc(OC)cc3)C2)CC1 (stereo not drawn)
→ 1498	1621
Cc1cc(=O)oc2ccc(OC(=O)CC(C)C)cc12
→ 1573	1816
O=C(/C=C/c1ccco1)Nc1ccc(S(=O)(=O)N2CCOCC2)cc1
→ 1650	1798
CCOc1cc(S(=O)(=O)NCc2ccncc2)c(C)cc1C
→ 1709	1787
O=C(O)c1ccccc1NN=C1CCCCC1
→ 1477	1399
CCN(CC)c1cc(NCCO)c([N+](=O)[O-])c2nonc12
→ 1402	1695

Quoted at random: two records from the list.
Every second line gives: SRC3 TRFRET art	SRC1 TRFRET art
CC(=O)n1cc(-c2ccncc2)c2ccccc21
→ 1635	1683
Cc1c(Cl)c(C(=O)N2CCCC2)nn1C
→ 1704	1557

Continued.
Every second line gives: SRC3 TRFRET art	SRC1 TRFRET art
Cc1ccc(N(CC(N)=O)C2SC(=O)N(C)C2=O)cc1 (stereo not drawn)
→ 1488	1919
CC(=O)c1cnc(Nc2cccc(C)c2)s1
→ 1539	1711
NC(=O)c1ccccc1NC(=O)CCc1ccccc1
→ 1563	1960
Cc1cc(Br)ccc1NC(=O)CN1C(=S)NC(C)(C)CC1C (stereo not drawn)
→ 1557	1888
CC1C=CCC2C(=O)N(c3ccc(OC(=O)c4cccs4)cc3)C(=O)C12 (stereo not drawn)
→ 1489	1773
N#C/C(=N/Nc1ccc(S(=O)(=O)N2CCOCC2)cc1)C(N)=O
→ 1570	1549
COc1ccc(N(C)C(=O)Cc2c(C(=O)O)[nH]c3ccccc23)cc1
→ 1651	1849
